Pf gamet viab – P. falciparum stage V gametocyte viability inhibition; P. falciparum stage V gametocytes, ATP luminescence, 24 h; inhibition, % at 10.9 µM; 150,000 tested, 0.065% active; AID 743093;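 active = inhibition above the mean plus 3 SD of compounds within the control limits, set per campaign, cut at about 38% in these data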;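 also: 0% = DMSO wells and 100% = medium only without gametocytes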
RGS8-Gao – regulators of human RGS8-Galphao interaction. P09471. multiplexed bead flow cytometry, RGS8-Galphao binding; actives lie on both sides. response (percent of control binding), % at 10 µM. 220,000 tested, 0.34% active. AID 1423; in the data active = response below about 60% or above about 140%; inactive = in between;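 also: Galphao activated as the GDP aluminium fluoride complex binding bead-coupled RGS8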
Target sequence (P09471 whole entry, looked up): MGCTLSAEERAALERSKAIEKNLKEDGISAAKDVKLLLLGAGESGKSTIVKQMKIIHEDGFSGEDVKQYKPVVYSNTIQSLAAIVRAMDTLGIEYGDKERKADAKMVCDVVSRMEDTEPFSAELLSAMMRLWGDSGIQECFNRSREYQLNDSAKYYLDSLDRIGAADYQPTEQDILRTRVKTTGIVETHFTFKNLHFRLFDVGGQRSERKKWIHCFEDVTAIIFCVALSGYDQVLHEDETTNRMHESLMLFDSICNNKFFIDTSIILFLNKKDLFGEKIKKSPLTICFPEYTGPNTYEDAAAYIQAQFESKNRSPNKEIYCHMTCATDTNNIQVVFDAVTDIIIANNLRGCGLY
Mcl1-Noxa inh – Mcl-1/Noxa interaction inhibition | 220,000 tested, 1.5% active | AID 1022 | inhibition, % at 21.7 µM | TR-FRET Mcl-1/Noxa peptide binding, 2 h | Q07820;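 active = compounds that cut the protein-peptide binding signal by more than 50% relative to plate controls in a single-dose test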;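 also: His-tagged Mcl-1 with rhodamine Noxa BH3 peptide and terbium anti-His antibody; 0% = Mcl-1 plus Noxa peptide wells and 100% = peptide-only wells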
Target sequence (Q07820 whole entry, looked up): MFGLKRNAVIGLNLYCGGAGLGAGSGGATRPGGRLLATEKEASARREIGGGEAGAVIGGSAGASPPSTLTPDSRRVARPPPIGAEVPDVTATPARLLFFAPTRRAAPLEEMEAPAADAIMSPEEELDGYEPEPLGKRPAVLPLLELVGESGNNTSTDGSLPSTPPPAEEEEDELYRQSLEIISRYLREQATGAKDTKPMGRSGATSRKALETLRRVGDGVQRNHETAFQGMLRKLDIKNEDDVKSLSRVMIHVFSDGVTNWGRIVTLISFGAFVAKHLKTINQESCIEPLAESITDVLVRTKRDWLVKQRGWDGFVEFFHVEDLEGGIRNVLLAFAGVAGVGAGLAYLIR
Mcl1 Bid PPI – disrupts binding of human Mcl-1 to Bid peptide; inhibition, % at 21.7 µM; TR-FRET Mcl-1/Bid-Dy647 peptide binding, 1536-well; 220,000 tested, 0.97% active;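 active = compounds that cut the binding signal by more than half at the single screening dose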;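 also: His-tagged Mcl-1 with europium anti-His antibody binding Bid BH3 peptide; 0% = Mcl-1 plus peptide wells and 100% = peptide-only wells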
Starred values were filed as active, the others as inactive. Some of the compounds tested; rates above refer to the full screens.

Results for COc1cc(/C=C2\S/C(=N/S(=O)(=O)Cc3ccccc3)NC2=O)c([N+](=O)[O-])cc1OC ?
Pf gamet viab: -8; RGS8-Gao: 100; Mcl1-Noxa inh: 11; Mcl1 Bid PPI: 6

What do the screens show for `COc1ccc(CC(=O)N2CCN(S(=O)(=O)c3cccs3)CC2)cc1OC`?
Pf gamet viab: 7; RGS8-Gao: 102; Mcl1-Noxa inh: -7; Mcl1 Bid PPI: -23

Results for O=C(Cn1c(O)c(N=NC(=O)c2ccncc2)c2ccccc21)Nc1ccccc1 ?
Pf gamet viab: 20; RGS8-Gao: 102; Mcl1-Noxa inh: 3; Mcl1 Bid PPI: 6

What do the screens show for `CC(C)CCNC(=O)c1cc(S(=O)(=O)N2CCCCC2)ccc1N1CCOCC1`?
Pf gamet viab: -12; RGS8-Gao: 95; Mcl1-Noxa inh: -6; Mcl1 Bid PPI: -32

Results for O=C1/C(=C/c2ccncc2)SC(=S)N1Cc1ccccc1 ?
Pf gamet viab: 5; RGS8-Gao: 88; Mcl1-Noxa inh: 5; Mcl1 Bid PPI: 4

Results for Cn1nc(C(=O)NCCc2ccc(S(N)(=O)=O)cc2)c2ccccc2c1=O ?
Pf gamet viab: 23; RGS8-Gao: 97; Mcl1-Noxa inh: -3; Mcl1 Bid PPI: -16

Results for CC1=CC2=NC(=O)/C(=C/c3cccs3)C(=N)N2O1 ?
Pf gamet viab: 6; RGS8-Gao: 101; Mcl1-Noxa inh: 5; Mcl1 Bid PPI: -20

Results for S=c1[nH]nc(NCCCN2CCOCC2)s1 ?
Pf gamet viab: -10; RGS8-Gao: 98; Mcl1-Noxa inh: -5; Mcl1 Bid PPI: -41

What do the screens show for `CCN1CCN(Cc2ccc(NC(=O)c3ccc(C)c(NC(=O)c4c[nH]c5cc(C(F)(F)F)ccc5c4=O)c3)cc2C(F)(F)F)CC1`?
Pf gamet viab: -6; RGS8-Gao: 104; Mcl1-Noxa inh: -78; Mcl1 Bid PPI: -5

What do the screens show for `COc1ccc2c(c1)c1ncn(Cc3ccc(F)cc3)c(=O)c1n2C`?
Pf gamet viab: -3; RGS8-Gao: 100; Mcl1-Noxa inh: 1; Mcl1 Bid PPI: -12

What do the screens show for `COC(=O)c1cccc(NC(=O)Nc2ccc(Cl)cc2)c1`?
Pf gamet viab: 25; RGS8-Gao: 104; Mcl1-Noxa inh: 5; Mcl1 Bid PPI: -4

Results for CCN(CC)CCC(c1cc(OC)c(OC)c(OC)c1)c1c(OC)cc(OC)c2ccc(=O)oc12 (stereo unspecified) ?
Pf gamet viab: 7; RGS8-Gao: 99; Mcl1-Noxa inh: -6; Mcl1 Bid PPI: -35

How did C#CCOC(=O)Nc1cc(C)n(-c2ccccc2)n1 do in these assays?
Pf gamet viab: 20; RGS8-Gao: 98; Mcl1-Noxa inh: -13; Mcl1 Bid PPI: -5

What do the screens show for `O=C(NNS(=O)(=O)c1ccc(Cl)cc1)c1cc(-c2ccccc2)n[nH]1`?
Pf gamet viab: 17; RGS8-Gao: 102; Mcl1-Noxa inh: 7; Mcl1 Bid PPI: -117

How did CCOc1cc(N2CCOCC2)c(OCC)cc1NC(=O)Cc1ccccc1 do in these assays?
Pf gamet viab: -31; RGS8-Gao: 102; Mcl1-Noxa inh: 12; Mcl1 Bid PPI: -16

Results for CC(=O)NCc1ccc(S(=O)(=O)NC2CCN(Cc3ccccc3)CC2)cc1 ?
Pf gamet viab: 18; RGS8-Gao: 97; Mcl1-Noxa inh: -7; Mcl1 Bid PPI: -15

Results for CC(=O)Oc1cc2c3c(c1)/C(=C1/SC(=S)NC1=O)C(=O)N3C(C)(C)C=C2C ?
Pf gamet viab: 0; RGS8-Gao: 102; Mcl1-Noxa inh: 51*; Mcl1 Bid PPI: -41

What do the screens show for `O=C(NCC(c1ccc(F)cc1)N1CCOCC1)c1ccccc1F` (stereo unspecified)?
Pf gamet viab: 3; RGS8-Gao: 98; Mcl1-Noxa inh: 1; Mcl1 Bid PPI: -4

Results for COc1ccc(C(=O)Nc2nc3cc4c(cc3s2)OCO4)c(OC)c1 ?
Pf gamet viab: 8; RGS8-Gao: 102; Mcl1-Noxa inh: 52*; Mcl1 Bid PPI: 51*

What do the screens show for `CN1CCCNc2nc3ccccc3nc21`?
Pf gamet viab: -3; RGS8-Gao: 100; Mcl1-Noxa inh: 18; Mcl1 Bid PPI: -6

What do the screens show for `CN1c2ccc(Cl)cc2C(=O)NC1C1CC=CCC1` (stereo unspecified)?
Pf gamet viab: -20; RGS8-Gao: 101; Mcl1-Noxa inh: 11; Mcl1 Bid PPI: -16

How did COCCNC(=S)N/N=C(\C)c1ccc(OC(F)F)cc1 do in these assays?
Pf gamet viab: 23; RGS8-Gao: 103; Mcl1-Noxa inh: 25; Mcl1 Bid PPI: -105

What do the screens show for `CC(C)Oc1nc(-c2ccccc2Cl)nc2ccccc12`?
Pf gamet viab: -2; RGS8-Gao: 100; Mcl1-Noxa inh: 6; Mcl1 Bid PPI: -11

How did CC(C)c1nc(Cl)c(C#N)c2c1COC(C)(C)C2 do in these assays?
Pf gamet viab: 14; RGS8-Gao: 100; Mcl1-Noxa inh: -4; Mcl1 Bid PPI: 14

What do the screens show for `CN1CCN(C(=S)c2ccc(-c3cc(Cl)ccc3Cl)o2)CC1`?
Pf gamet viab: 24; RGS8-Gao: 102; Mcl1-Noxa inh: 26; Mcl1 Bid PPI: -101

What do the screens show for `COc1ccc(-c2noc(CCCC(=O)Nc3ccc(C(N)=O)cc3)n2)cc1OC`?
Pf gamet viab: -6; RGS8-Gao: 99; Mcl1-Noxa inh: -22; Mcl1 Bid PPI: 1

Results for C/C=C(/C)C(=O)Nc1cccc(C2=NOC3(C2)C[C@@H](C(N)=O)N(C(=O)CCCCC)C3)c1 (stereo partly specified) ?
Pf gamet viab: 18; RGS8-Gao: 100; Mcl1-Noxa inh: 10; Mcl1 Bid PPI: -25

What do the screens show for `S=c1nc(-c2ccc(Cl)cc2)[nH][nH]1`?
Pf gamet viab: 4; RGS8-Gao: 94; Mcl1-Noxa inh: 5; Mcl1 Bid PPI: -72

What do the screens show for `COc1ccc(CN2C=C3C(=O)C(C)(OC(=O)C4CCCC4)C(=O)C=C3C=C2c2ccsc2)cc1` (stereo unspecified)?
Pf gamet viab: 14; RGS8-Gao: 99; Mcl1-Noxa inh: 12; Mcl1 Bid PPI: -107

Results for O=C(Nc1ccc(COc2ccccc2)cc1)Oc1ccccc1N1CCOCC1 ?
Pf gamet viab: 10; RGS8-Gao: 103; Mcl1-Noxa inh: -5; Mcl1 Bid PPI: -23

What do the screens show for `COc1ccccc1-c1cc(C(=O)NN)[nH]n1`?
Pf gamet viab: -2; RGS8-Gao: 103; Mcl1-Noxa inh: 1; Mcl1 Bid PPI: -17

What do the screens show for `COc1ccccc1NC(=O)c1ccc(NC(=O)Cc2n[nH]c(=O)c3ccccc23)cc1`?
Pf gamet viab: -5; RGS8-Gao: 92; Mcl1-Noxa inh: 0; Mcl1 Bid PPI: -12

What do the screens show for `O=C(NNc1ccccc1C(F)(F)F)c1cccs1`?
Pf gamet viab: 10; RGS8-Gao: 100; Mcl1-Noxa inh: 11; Mcl1 Bid PPI: -20

Results for CSCC[C@H](NC(=O)CCCn1nnc2ccccc2c1=O)C(=O)O ?
Pf gamet viab: 12; RGS8-Gao: 102; Mcl1-Noxa inh: 10; Mcl1 Bid PPI: -23

How did Cc1cc(=O)c(C(=O)O)nn1-c1ccc(Cl)cc1 do in these assays?
Pf gamet viab: 14; RGS8-Gao: 102; Mcl1-Noxa inh: -2; Mcl1 Bid PPI: -8

How did CC1(C)SC(=S)N(/N=C/c2cccnc2)C1N(O)C(=O)NC1CCCCC1 (stereo unspecified) do in these assays?
Pf gamet viab: -4; RGS8-Gao: 100; Mcl1-Noxa inh: -11; Mcl1 Bid PPI: -26

Results for CCCCOC(=O)n1c(=O)oc2ccc(S(=O)(=O)N3CCCCC3)cc21 ?
Pf gamet viab: -8; RGS8-Gao: 98; Mcl1-Noxa inh: -8; Mcl1 Bid PPI: -50

How did O=C(NC1=NN(c2ccccc2)CC1)Nc1ccccc1F do in these assays?
Pf gamet viab: -31; RGS8-Gao: 101; Mcl1-Noxa inh: 14; Mcl1 Bid PPI: 11

Results for CC(C)OP(=O)(OC(C)C)C(NC(=O)c1ccccc1)C(N)=O (stereo unspecified) ?
Pf gamet viab: 1; RGS8-Gao: 101; Mcl1-Noxa inh: -2; Mcl1 Bid PPI: -5

What do the screens show for `COc1ccc(N(Cc2ccccc2)S(=O)(=O)c2cccc(C(=O)O)c2)cc1`?
Pf gamet viab: -9; RGS8-Gao: 101; Mcl1-Noxa inh: 23; Mcl1 Bid PPI: -6

What do the screens show for `Cn1nc(C(F)(F)F)c(-c2ccccc2)c1NC(=O)c1nccnc1C(=O)O`?
Pf gamet viab: -26; RGS8-Gao: 104; Mcl1-Noxa inh: 8; Mcl1 Bid PPI: 1

What do the screens show for `CC(/C=N/n1c(-c2ccccn2)n[nH]c1=S)=C\c1ccccc1`?
Pf gamet viab: 20; RGS8-Gao: 97; Mcl1-Noxa inh: 17; Mcl1 Bid PPI: -44

What do the screens show for `Cc1ccc(NC(=O)CCC(=O)N/N=C/c2coc3ccccc3c2=O)cc1`?
Pf gamet viab: -20; RGS8-Gao: 101; Mcl1-Noxa inh: 16; Mcl1 Bid PPI: -75

How did Nc1ccccc1Sc1ccc(C(F)(F)F)cc1[N+](=O)[O-] do in these assays?
Pf gamet viab: 3; RGS8-Gao: 102; Mcl1-Noxa inh: -1; Mcl1 Bid PPI: 1

Results for CCC(CC)c1nn2c(N)c(/C=C3\C(C)=Nc4ccccc43)c(=O)nc2s1 ?
Pf gamet viab: 12; RGS8-Gao: 92; Mcl1-Noxa inh: 6; Mcl1 Bid PPI: 3

Results for O=[N+]([O-])c1cccnc1Oc1ccccc1F ?
Pf gamet viab: -11; RGS8-Gao: 96; Mcl1-Noxa inh: 1; Mcl1 Bid PPI: 5

What do the screens show for `O=C(O)c1cccc(NC2=C(n3nnc4ccccc43)C(=O)c3ccccc3C2=O)c1`?
Pf gamet viab: 1; RGS8-Gao: 98; Mcl1-Noxa inh: -12; Mcl1 Bid PPI: -10

How did Cc1ccc(C2=NOC3(CC(=O)N(c4ccc(C)cc4)C3=O)C2)cc1 (stereo unspecified) do in these assays?
Pf gamet viab: -19; RGS8-Gao: 94; Mcl1-Noxa inh: -5; Mcl1 Bid PPI: -31

How did O=C(Cn1cncn1)N/N=C/c1ccncc1 do in these assays?
Pf gamet viab: 7; RGS8-Gao: 100; Mcl1-Noxa inh: 8; Mcl1 Bid PPI: -20

What do the screens show for `CC(OC(=O)c1ccc(-c2ccc([N+](=O)[O-])cc2)o1)C(=O)NC(N)=O` (stereo unspecified)?
Pf gamet viab: -14; RGS8-Gao: 100; Mcl1-Noxa inh: 40; Mcl1 Bid PPI: 0

Of the compounds above, 4 have a CF3 group.
What do the screens show for `CCN1CCN(Cc2ccc(NC(=O)c3ccc(C)c(NC(=O)c4c[nH]c5cc(C(F)(F)F)ccc5c4=O)c3)cc2C(F)(F)F)CC1`?
Pf gamet viab: -6; RGS8-Gao: 104; Mcl1-Noxa inh: -78; Mcl1 Bid PPI: -5

What do the screens show for `O=C(NNc1ccccc1C(F)(F)F)c1cccs1`?
Pf gamet viab: 10; RGS8-Gao: 100; Mcl1-Noxa inh: 11; Mcl1 Bid PPI: -20

What do the screens show for `Cn1nc(C(F)(F)F)c(-c2ccccc2)c1NC(=O)c1nccnc1C(=O)O`?
Pf gamet viab: -26; RGS8-Gao: 104; Mcl1-Noxa inh: 8; Mcl1 Bid PPI: 1

How did Nc1ccccc1Sc1ccc(C(F)(F)F)cc1[N+](=O)[O-] do in these assays?
Pf gamet viab: 3; RGS8-Gao: 102; Mcl1-Noxa inh: -1; Mcl1 Bid PPI: 1

Next section:
Results for Cc1cc(C)c(NC(=S)NC(CO)(CO)CO)c(C)c1 ?
Pf gamet viab: 2; RGS8-Gao: 100; Mcl1-Noxa inh: -8; Mcl1 Bid PPI: -36

What do the screens show for `O=C(NCCCn1ccnc1)c1ccc(Cl)cc1`?
Pf gamet viab: -18; RGS8-Gao: 98; Mcl1-Noxa inh: 3; Mcl1 Bid PPI: -19

How did N#C/C(=C/c1ccc(-c2cc([N+](=O)[O-])ccc2Cl)o1)C(N)=O do in these assays?
Pf gamet viab: 4; RGS8-Gao: 101; Mcl1-Noxa inh: 70*; Mcl1 Bid PPI: 57*

Results for Cc1nnc(SCc2cc([N+](=O)[O-])cc3c2OCOC3)[nH]c1=O ?
Pf gamet viab: -37; RGS8-Gao: 103; Mcl1-Noxa inh: -12; Mcl1 Bid PPI: -3

How did CCNC(=O)C(CC(C)C)NC(=O)C(CO)NC(=O)C1CCC(=O)N1 (stereo unspecified) do in these assays?
Pf gamet viab: -7; RGS8-Gao: 104; Mcl1-Noxa inh: -8; Mcl1 Bid PPI: -25

What do the screens show for `Cc1cccn2c(=O)c(/C=C(\C#N)C(=O)NCc3ccco3)c(N3CCCCCC3)nc12`?
Pf gamet viab: -33; RGS8-Gao: 102; Mcl1-Noxa inh: 17; Mcl1 Bid PPI: -34
